NadD inh: inhibitors of Staphylococcus aureus NadD | 360,000 compounds, 0.78% hits | purified NadD enzyme, colorimetric absorbance read-out | inhibition, % at 20 µM | AID 602399; in the data active = inhibition above about 26%; note: some compounds past the cut are filed as inactive
DNMT1 inh: blocks human DNA methyltransferase DNMT1; P26358; DNMT1 molecular beacon, Hinp1I cleavage, fluorescence; inhibition (reported as % activation of signal), % at 10 µM; 360,000 compounds, 0.83% hits; AID 588458; in the data active = inhibition above about 50%
CendR NRP1 mod: alters CendR peptide binding to human NRP-1. O14786. FAM-RPARPAR peptide binding to NRP-1, fluorescence polarization. inhibition, % at 25 µM. 360,000 compounds, 0.85% hits. AID 602438;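 active = inhibition or corrected inhibition above about 18%, plus a signal ratio from 0.5 to 1.5, limit read from the data, passing the limit was not always enough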; note: strong numbers were not always called active
Target sequence (O14786 whole entry, looked up): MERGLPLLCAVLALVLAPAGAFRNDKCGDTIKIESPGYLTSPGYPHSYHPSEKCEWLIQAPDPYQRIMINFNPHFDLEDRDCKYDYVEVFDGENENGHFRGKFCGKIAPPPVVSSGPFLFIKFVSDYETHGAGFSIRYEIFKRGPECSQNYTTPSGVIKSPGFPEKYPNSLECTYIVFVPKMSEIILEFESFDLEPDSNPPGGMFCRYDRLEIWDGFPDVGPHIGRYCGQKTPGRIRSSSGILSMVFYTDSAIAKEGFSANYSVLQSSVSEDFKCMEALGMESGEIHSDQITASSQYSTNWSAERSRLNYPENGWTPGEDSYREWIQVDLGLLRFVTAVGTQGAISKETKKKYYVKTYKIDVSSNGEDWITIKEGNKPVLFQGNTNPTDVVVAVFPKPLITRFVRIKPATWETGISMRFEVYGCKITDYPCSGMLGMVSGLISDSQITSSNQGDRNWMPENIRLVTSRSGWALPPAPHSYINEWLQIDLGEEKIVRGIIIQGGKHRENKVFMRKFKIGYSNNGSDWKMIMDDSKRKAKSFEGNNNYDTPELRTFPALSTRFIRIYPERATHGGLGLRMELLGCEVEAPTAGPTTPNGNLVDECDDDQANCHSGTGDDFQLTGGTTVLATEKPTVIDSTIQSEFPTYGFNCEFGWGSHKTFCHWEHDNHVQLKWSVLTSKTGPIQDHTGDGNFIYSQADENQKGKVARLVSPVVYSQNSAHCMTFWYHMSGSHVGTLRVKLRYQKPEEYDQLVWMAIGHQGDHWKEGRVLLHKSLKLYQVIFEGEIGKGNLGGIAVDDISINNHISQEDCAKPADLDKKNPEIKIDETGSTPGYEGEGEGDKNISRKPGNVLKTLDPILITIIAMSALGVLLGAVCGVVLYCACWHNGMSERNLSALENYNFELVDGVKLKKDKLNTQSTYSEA
MT1-MMP act inh: inhibitors of human MT1-MMP activation; P50281; HT1080 RFP-PRO-GFP cells, GFP/RFP ratio fluorescence, overnight; percent of plate control window, DMSO zero; GFP/RFP ratio change, % at 20 µM; 360,000 compounds, 0.061% hits; AID 651647;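 active = GFP/RFP ratio change of at least 30% with cell ATP level not reduced by more than half and red fluorescence within 50% of control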; note: strong numbers were not always called active
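Assay system: RFP-PRO-GFP reporter HT1080 cells; read-out basis: GFP/RFP fluorescence ratio; benchmarks: DMSO wells and RFP-L50D-GFP cells; doses: 20 µM single dose, 1% DMSO; schedule: overnight cell settling, then overnight compound exposure, 37 °C, 5% CO2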
STEP block: blocks human striatal-enriched tyrosine phosphatase. recombinant STEP, OMFP fluorogenic substrate, fluorescence. inhibition, % at 20 µM. 360,000 compounds, 0.25% hits. AID 588621;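 active = inhibition at 20 µM, scaled per plate between control wells, above about 37%, limit read from the data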;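 note: 0% = DMSO with enzyme and substrate and 100% = substrate only without enzyme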
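material = STEP tyrosine phosphatase | reagent = fluorogenic phosphatase substrate OMFP at 25 µM final | doses = single compound dose of 20 µM, 1% DMSO final | schedule = 20 min reaction, room temperature, in the dark | measured by = fluorescence, 480/540 nm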
SUMO1-SIM PPI: SUMO1-SIM interaction modulation; 360,000 compounds, 0.33% hits; SUMO1 binding to a labelled peptide, TR-FRET, 1 h; AID 602429; inhibition, % at 20 µM; in the data active = inhibition above about 37%
Rpn11 block: Rpn11 (human) deubiquitinase inhibition. 360,000 compounds, 0.59% hits. calls only at 20 µM. human 26S proteasome, Ub4-pepOG fluorescence polarization; 20S core pre-blocked with epoxomicin. O00487;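 active = inhibition at 20 µM, scaled to each plate's controls, above about 33%, limit read from the data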
LMPTP inh: blocks human LMPTP phosphatase; P24666; AID 651560; inhibition, % at 20 µM; recombinant LMPTP-A, OMFP fluorogenic substrate, fluorescence intensity; 360,000 compounds, 0.22% hits;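 active = compounds that cut the enzyme signal by at least half of the control window in the single-dose screen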;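 note: plate controls were DMSO wells with enzyme plus substrate for no effect and substrate without enzyme for full effect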
Target sequence (P24666 whole entry, looked up): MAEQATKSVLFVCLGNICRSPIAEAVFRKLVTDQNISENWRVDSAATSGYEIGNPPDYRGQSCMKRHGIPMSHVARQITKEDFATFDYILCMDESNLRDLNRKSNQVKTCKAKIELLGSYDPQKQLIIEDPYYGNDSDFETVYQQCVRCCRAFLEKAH
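Assay system: LMPTP-A phosphatase enzyme | Input: 0.625 nM enzyme | Also added: Fluorogenic phosphatase substrate OMFP at 400 µM final | Compound dosing: One test concentration per compound, 20 µM, with 3% DMSO overall | Schedule: 50 min enzyme reaction at room temperature, protected from light | Signal: Fluorescence intensity | Benchmarks: no-enzyme and uninhibited controls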
SKN-1 block: C. elegans SKN-1 inhibition; C. elegans VP596 Pgst-4::GFP/RFP ratio, acrylamide-induced, 24 h; inhibition, % at 21.8 µM; 360,000 compounds, 0.49% hits; AID 624304;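 active = interference check ratio from 0.5 to 1.5 plus GFP to RFP signal ratio inhibition reaching or exceeding a fixed threshold, cut at about 30% in these data, passing the limit was not always enough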; note: some compounds called inactive have numbers as strong as hits
Scp-1 inhibitor: blocks human Scp-1 phosphatase activity; Q9GZU7; Recombinant Scp1, phosphopeptide, malachite green phosphate absorbance; inhibition, % at 20 µM; AID 493091; 340,000 compounds, 0.88% hits;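 active = inhibition above about 50% at 20 µM, limit read from the data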;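 note: plate controls were DMSO wells with enzyme for no effect and wells lacking enzyme for full effect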
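Test system: SCP-1 phosphatase catalytic domain, residues 76-261 | Compound dosing: One concentration, 20 µM, with 1.0% DMSO | Schedule: 45 min room-temperature reaction, 5 min colour, 30 min stabiliser | Detection: Absorbance at 630 nm | Read-out basis: % inhibition of SCP-1 phosphate liberation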
The depositor's hits bear a star; i = inactive; / = not tested or not shown.

SMILES	NadD inh	DNMT1 inh	CendR NRP1 mod	MT1-MMP act inh	STEP block	SUMO1-SIM PPI	Rpn11 block	LMPTP inh	SKN-1 block	Scp-1 inhibitor
C[C@@H](C(=O)N1CCN(c2ccccc2)CC1)N1C(=O)C2CC=CCC2C1=O (some centres not stated)	1	-1	-5	-3	2	3	i	-1.3	-13	-8
CCCCn1c(SCC(=O)NC(C)CC)nc2ccc(N3CCOCC3)cc2c1=O (configuration not stated)	6	-4	-11	0	-3	-2	i	0.6	4	-11
COC(=O)c1c(NC(=O)C2C3CCC(O3)C2C(=O)O)sc2c1CCCCCC2 (configuration not stated)	5	3	10	-3	3	6	i	-2.2	4	-8
COc1cc(C(=O)N2CCN(S(=O)(=O)c3ccc(C)cc3C)CC2)ccc1OCC(=O)N1CCOCC1	4	-2	3	3	-3	-2	i	-2.0	10	1
Cn1c(=S)[nH]c2scc(-c3cccs3)c2c1=O	-6	-9	-4	2	5	-2	i	-2.3	-3	-5
CCOc1ccccc1NC(=O)C1CCCN1C(=O)c1cccs1 (configuration not stated)	-1	6	2	-1	-2	-2	i	-0.8	7	-9
O=c1c(OC2OC(CO)C(O)C(O)C2OC2OC(CO)C(O)C(O)C2OC2OC(CO)C(O)C(O)C2O)c(-c2ccc(O)c(O)c2)oc2cc(O)cc(O)c12 (configuration not stated)	1	7	-6	2	0	-1	i	0.0	3	23
COc1cccc2cc(C(=O)NCc3ccccc3Cl)c(=O)oc12	-10	2	-9	-11	0	-4	i	1.6	4	-3
CCC(C)N(CCNC(=O)c1ccc2c(c1)NC(=O)c1ccccc1S2)C1CCCCC1 (configuration not stated)	8	-4	2	-5	1	-3	i	3.0	8	1
N#C/C(=C/c1cccn1-c1cccc(C(=O)O)c1)c1ccc(Cl)cc1	7	80*	-3	-3	6	-6	i	7.7	1	33
O=C(O)c1ccc(S(=O)(=O)Nc2cccc(CP(=O)(c3ccccc3)c3ccccc3)c2)cc1	-1	-2	-4	2	-1	1	i	-1.1	-17	-4
CCC(=O)Nc1ccc(C(=O)NNC(=O)c2ccc([N+](=O)[O-])cc2)cc1	-3	0	-3	-2	-1	-28	i	-0.8	-4	-4
CN(CC1CCCN(CCc2ccc(Cl)cc2)C1)C(=O)C(=O)c1ccco1 (configuration not stated)	-1	-1	-6	3	0	-1	i	-1.7	1	-3
Nc1oc2ccccc2c(=O)c1-c1ccc2c(c1)OCO2	0	0	-8	-1	-2	1	i	-0.8	5	-2
O=c1oc2ccccc2c(NCc2ccccc2)c1[N+](=O)[O-]	-5	0	-6	1	2	-21	i	-1.5	6	-14
CCOc1ccc(-c2n[nH]c(=S)o2)cc1	-7	-4	-5	2	3	9	i	-0.2	0	1
CC(=O)Nc1ccc(CNc2nc3cc(-c4ccsc4)sc3c(=O)n2C)cc1	3	-12	12	-1	0	-29	i	2.9	6	/
O=C(OCc1ccc([N+](=O)[O-])cc1)c1cnc(Cl)c(Cl)c1	-11	3	4	-2	4	-12	i	1.3	9	-7
N#C/C(=C\c1ccccc1)C(=O)NNS(=O)(=O)c1cccc([N+](=O)[O-])c1	6	1	-4	2	-1	-18	i	-1.0	6	0
Cc1[nH]c2c(C)cccc2c(=O)c1Br	1	2	-15	7	-1	-1	i	-0.9	0	-10
O=C1OC(c2ccccc2)c2ccc3ccccc3c21 (configuration not stated)	-3	1	1	6	0	-7	i	1.8	9	-19
CC(C)(C)c1ccc2c(c1)OC(C(=O)N/N=C/c1ccc([N+](=O)[O-])o1)CO2 (configuration not stated)	9	1	-8	2	11	-17	i	4.6	-9	108*
CCN(CC)CCn1c(/N=C/c2ccc(OC)c(OC)c2)nc2ccccc21	0	0	-12	-4	2	-5	i	0.6	-9	-7
COC(=O)c1ccc(C2=NOC(C)(c3sc(-c4ccc(Cl)cc4)nc3C)C2)cc1 (configuration not stated)	7	-6	14	6	2	1	i	2.0	-5	2
COc1ccccc1C(=O)CSc1cccc[n+]1[O-]	-9	2	3	-2	-5	-1	i	0.7	1	-7
O=C(Nc1ccc(Br)cc1)C1Cc2ccccc2O/C1=N\O (configuration not stated)	-7	1	-1	1	2	-2	i	0.5	12	-10
COCOCCn1cc(CN2CCS(=O)(=O)N(Cc3ccc(-c4ccc(OC)cc4)cc3)C(C)C2=O)nn1 (configuration not stated)	2	6	4	-4	3	2	i	1.3	2	/
Cc1cc(F)ccc1NCc1cc2c(cc1[N+](=O)[O-])OCO2	3	-11	-7	9	2	-13	i	0.1	1	-8
Cc1nc(N2CCOCC2)c(C#N)c2c1COC(C)(C)C2	-3	2	-6	-2	2	-1	i	-1.6	4	2
Brc1cccc(-c2nnc(-c3ccccc3)o2)c1	-9	-1	-2	23	3	4	i	1.9	-5	-10
C=CC(=O)NCc1ccc(-c2csnn2)cc1	-3	-2	15	1	1	1	i	-1.0	2	-11
COC(c1ccccc1)c1nnc(CCC(=O)NCCCc2ccccc2)o1 (configuration not stated)	2	-2	-2	-1	3	0	i	-0.1	-1	-3
O=C(C(=O)N1CCN(c2ccccc2)CC1)c1ccncc1	/	/	2	-1	/	-5	/	-0.8	5	/
CN1CCC(OC(=O)COc2ccc(Br)cc2)CC1	-3	2	-1	2	-2	2	i	0.3	-21	1
CC(CCNC(=O)c1ccccc1)(CCNC(=O)c1ccccc1)[N+](=O)[O-]	-4	-1	-2	2	-3	1	i	-1.8	-5	2
CC(=O)Nc1ccc(Oc2nc(C(F)(F)F)nc3ccccc23)cc1	-6	0	0	1	0	0	i	0.3	0	1
COc1ccc(Br)c(Cn2c(C)c(C(=O)N(C)Cc3ccc(F)cc3)sc2=O)c1	-1	3	8	4	1	0	i	1.1	-1	/
Cc1c(NC(=O)CSCc2ccco2)c(=O)n(-c2ccccc2)n1C	-3	1	6	-1	-1	4	i	0.2	14	-3
CCn1c(C)nc2cc(S(=O)(=O)N3CCCCC3)ccc21	10	-1	1	6	0	-3	i	1.1	-5	-1
CCOc1ccc(NCC(=O)Nc2ccc(Cl)cc2C)cc1	3	-11	-9	1	3	-4	i	-0.3	1	-2
Cc1ccc(-c2cc(C(=O)NCc3cnn(C)c3)c3cc(Br)ccc3n2)cc1	3	10	2	-3	-1	-3	i	-0.3	-3	-10
O=C(c1ccc([N+](=O)[O-])s1)N1CCN(c2ccccc2)CC1	8	-2	4	6	-1	-30	i	0.1	0	-8
COc1cccc(CN(C)C(=O)c2cccc(S(=O)(=O)N3CCN(Cc4ccccc4)CC3)c2)c1OC	4	-5	2	-12	-2	-126	i	-6.9	1	-7
CCC1=NN(C(=O)COc2ccccc2C)C(O)(c2ccncc2)C1 (configuration not stated)	2	0	-16	-5	-3	0	i	-2.7	13	-3
Cc1cc(S(=O)(=O)N2CCCCC2CCNC(=O)C(=O)NCCN2CCOCC2)ccc1F (configuration not stated)	-3	4	1	-2	-2	-2	i	-2.7	-4	/
CC(=O)Nc1nc2ccccc2n1Cc1ccc(C)cc1	1	11	1	11	2	2	i	2.0	-16	-2
Cc1cc(C(=O)OCC(=O)Nc2ccccc2C)c(C)o1	4	2	10	-2	-1	28	i	-1.0	20	-4
C=CCN(CC=C)Cc1cc(=O)oc2cc(C)ccc12	-5	-1	10	4	1	4	i	1.3	14	/
Cc1[nH]n(-c2ccccc2)c(=O)c1C(c1ccccc1C(=O)O)c1c(C)[nH]n(-c2ccccc2)c1=O	5	-3	-9	3	-2	1	i	-0.4	-11	31
Cc1cc(C)c(NC(=O)CN(C2CCCCC2)C2CCCCC2)c(C)c1	-4	2	2	-19	-22	2	i	-0.2	-3	1

Filtered by structure, the entries above containing two or more sulfur atoms.
SMILES	NadD inh	DNMT1 inh	CendR NRP1 mod	MT1-MMP act inh	STEP block	SUMO1-SIM PPI	Rpn11 block	LMPTP inh	SKN-1 block	Scp-1 inhibitor
Cn1c(=S)[nH]c2scc(-c3cccs3)c2c1=O	-6	-9	-4	2	5	-2	i	-2.3	-3	-5
CC(=O)Nc1ccc(CNc2nc3cc(-c4ccsc4)sc3c(=O)n2C)cc1	3	-12	12	-1	0	-29	i	2.9	6	/

Compounds shown so far containing an aryl thioether with sulfur outside any ring:
SMILES	NadD inh	DNMT1 inh	CendR NRP1 mod	MT1-MMP act inh	STEP block	SUMO1-SIM PPI	Rpn11 block	LMPTP inh	SKN-1 block	Scp-1 inhibitor
CCCCn1c(SCC(=O)NC(C)CC)nc2ccc(N3CCOCC3)cc2c1=O (configuration not stated)	6	-4	-11	0	-3	-2	i	0.6	4	-11
COc1ccccc1C(=O)CSc1cccc[n+]1[O-]	-9	2	3	-2	-5	-1	i	0.7	1	-7

Next section.
SMILES	NadD inh	DNMT1 inh	CendR NRP1 mod	MT1-MMP act inh	STEP block	SUMO1-SIM PPI	Rpn11 block	LMPTP inh	SKN-1 block	Scp-1 inhibitor
COC(=O)c1ccc(C)c(-n2c(C)cc(C=O)c2C)c1	-1	0	7	-4	-2	0	i	-0.2	1	-3
O=C(CCCc1ccccn1)c1ccc(-c2ccccc2)cc1	2	0	12	0	5	-2	i	4.1	9	-4
CC(C(=O)NCc1ccccc1)n1c(Cc2cc(F)cc(F)c2)nc2ccccc21 (configuration not stated)	/	/	0	0	/	5	/	-0.3	20	/
CN1CCC(Oc2ccccc2Sc2ccccc2)CC1	-5	-2	2	-13	-5	0	i	-1.3	-3	5
CN(C(=O)CSc1ncccn1)C1CCS(=O)(=O)C1 (configuration not stated)	-3	2	8	4	-3	3	i	-0.1	-8	-2
CC(=O)NC1CC2CCCC(C1)N2CC(=O)N1CCCc2ccccc21 (configuration not stated)	4	0	-6	-3	3	2	i	-1.6	-6	-7
C[C@@H]1CN([C@@H](C)CO)C(=O)c2cccc(NS(C)(=O)=O)c2O[C@H]1CN(C)Cc1ccc(Oc2ccccc2)cc1	3	-9	7	1	-1	-1	i	-1.3	-2	2
Cc1ccc(S(=O)(=O)N2CCCC2)cc1S(=O)(=O)N1CCCC1	-2	0	11	2	1	-2	i	-0.8	8	-12
CCCN(CC(=O)Nc1ccccc1C)C(=O)C1CC(=O)N(c2ccc(CC)cc2)C1 (configuration not stated)	-5	5	-1	0	-2	1	i	-0.2	1	-9
COc1cc(NC(=O)CCCn2c(=S)[nH]c3ccccc3c2=O)cc(OC)c1OC	2	-6	2	5	-5	0	i	1.0	-5	-4
CCOc1ccccc1NC(=O)Cn1c(=O)c2ccccc2n(CC)c1=O	-1	3	-1	-1	-3	-2	i	-2.0	-1	3
O=C(Nc1ccc(C(=O)O)cc1)/C(=C\c1ccc2c(c1)OCO2)NC(=O)c1ccccc1Cl	2	0	6	-1	-1	-6	i	-1.5	-3	/
CCOc1ccc2nc(SCC(=O)N(CC(C)C)c3c(N)n(Cc4ccccc4)c(=O)[nH]c3=O)[nH]c2c1	8	-1	0	-3	-1	-36	i	0.6	-12	-1
COC(=O)Nc1ccc(SCC(=O)c2ccc(Cl)cc2)cc1	-8	0	14	1	0	0	i	2.4	7	-12
